# Screens (PubChem)
# ST2 inh: inhibitors of human ST2 (IL1RL1) binding to IL-33; AID 1259354; 2.3% of 78,000 active; Q01638; AlphaLISA ST2-Fc/biotin-IL-33 interaction, 1 h; inhibition, % for hits at 17 µM; in the data active = inhibition above about 30%; inconclusive = mostly about 10% to 28%
# Target sequence (Q01638 whole entry, looked up): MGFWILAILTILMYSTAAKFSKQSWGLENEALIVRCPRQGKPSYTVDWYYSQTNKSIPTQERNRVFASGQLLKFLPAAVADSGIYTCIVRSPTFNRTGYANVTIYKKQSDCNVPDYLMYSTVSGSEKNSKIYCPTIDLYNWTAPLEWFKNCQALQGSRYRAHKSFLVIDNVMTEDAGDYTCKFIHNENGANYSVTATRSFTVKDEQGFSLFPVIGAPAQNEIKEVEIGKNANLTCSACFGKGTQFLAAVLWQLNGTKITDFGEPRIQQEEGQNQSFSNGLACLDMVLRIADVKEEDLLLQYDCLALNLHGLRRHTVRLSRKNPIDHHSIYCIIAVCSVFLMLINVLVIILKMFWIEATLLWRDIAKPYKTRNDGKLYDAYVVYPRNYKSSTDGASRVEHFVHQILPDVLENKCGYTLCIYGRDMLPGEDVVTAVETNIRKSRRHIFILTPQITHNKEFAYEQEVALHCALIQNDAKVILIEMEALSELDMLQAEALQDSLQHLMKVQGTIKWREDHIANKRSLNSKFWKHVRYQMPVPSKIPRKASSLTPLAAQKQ
# * hit, by the source's call; i = inactive; ? = inconclusive. Only part of the results is shown; rates above refer to the full screens.
SMILES,ST2 inh
Cn1cc(CN2CCN(Cc3nccn3C)CC2)c(-c2ccc3c(c2)OCCO3)n1,i
CC(=O)Nc1ccc(S(=O)(=O)O)cc1,i
CCc1nc2ccc(C(=O)NCc3cccnc3)cc2nc1CC,i
Cc1c(C)n(O)[n+]([O-])c1-c1ccccc1,?
Cn1c(C(Cc2ccccc2)NC(=O)c2ccccc2)nc2ccccc21 (stereo unspecified),?
Cc1cc(Cl)ccc1N=Cc1nc(-c2ccc(Cl)cc2)oc1O,?
CCOc1ccc(-c2c(C#N)c(N)nc(SCC(=O)c3ccc(C)cc3)c2C#N)cc1,i
O=C(Nc1cccc(OCc2cc(=O)n3cc(Cl)ccc3n2)c1)c1ccccc1,i
Cn1nc(-c2ccccn2)c2c1NC(=O)CC2c1cc(C#CCO)cs1 (stereo unspecified),i
Cc1cccc(NC(=O)N2CCC(n3c(C)nc4cccnc43)CC2)c1C,i
O=C(c1ccc2ccccc2c1)C1CCCN(Cc2nnc(-c3cccnc3)o2)C1 (stereo unspecified),?
O[Si](CCCN1CCCCC1)(c1ccc(F)cc1)C1CCCCC1 (stereo unspecified),i
Cc1ccn2c(=O)cc(COc3cccc(NC(=O)CN4C(=O)c5ccccc5C4=O)c3)nc2c1,?
COc1cccc(OC)c1C(=O)Nc1c2c(nn1-c1ccccc1)CSC2,i
O=C1CC[C@@H](CN(Cc2ccncc2)C(=O)c2cn(Cc3ccccc3F)nn2)N1,?
Cc1[nH][nH]c(=O)c1CC(=O)NCc1cnn(-c2cccc(F)c2)c1,i
CC(=O)NC1CCCc2c1[nH]c1ccc(C)cc21 (stereo unspecified),i
CCOc1ccc(C2NC(=O)c3c(sc4c3CCCC4)N2)cc1 (stereo unspecified),i
Cn1nc(-c2ccc(Cl)cc2)c2cc(C(=O)NCc3cccs3)sc21,i
CCn1ccnc1C(O)c1ccc(C(C)C)cc1 (stereo unspecified),?

# Part of the list above, with tabs:
SMILES	ST2 inh
CCn1ccnc1C(O)c1ccc(C(C)C)cc1 (stereo unspecified)	?
Cc1cccc(NC(=O)N2CCC(n3c(C)nc4cccnc43)CC2)c1C	i
Cc1c(C)n(O)[n+]([O-])c1-c1ccccc1	?
O=C(c1ccc2ccccc2c1)C1CCCN(Cc2nnc(-c3cccnc3)o2)C1 (stereo unspecified)	?
Cn1cc(CN2CCN(Cc3nccn3C)CC2)c(-c2ccc3c(c2)OCCO3)n1	i
CCc1nc2ccc(C(=O)NCc3cccnc3)cc2nc1CC	i
Cc1cc(Cl)ccc1N=Cc1nc(-c2ccc(Cl)cc2)oc1O	?

# (list continues)
SMILES,ST2 inh
Cc1cccc2sc(NC(=O)CNS(=O)(=O)c3cccs3)nc12,i
CC(C)Oc1ccc(N2CC(C(=O)Nc3cccc(Cl)c3Cl)CC2=O)cc1 (stereo unspecified),?
COc1ccc(Cl)cc1NC(=O)Cc1ccccc1,i
CCC1Oc2ccccc2N(CC(=O)NCCCN2CCN(CC)CC2)C1=O (stereo unspecified),i
Cc1ccc(S(=O)(=O)Nc2cc(C)c(O)c(Br)c2)cc1,i
O=C(O)c1ccc(NC(=O)c2ccc(C(=O)Nc3ccc(C(=O)O)cc3)cc2)cc1,i
COc1ccc(C(=O)Nc2c3c(nn2-c2ccc(F)cc2)CS(=O)C3)c(OC)c1 (stereo unspecified),i
CCOc1ccc(C2Nc3ccccc3NC3=C2C(=O)CCC3)cc1 (stereo unspecified),i
Cc1cccc(C(=O)Nc2sc3c(c2C(=O)N2CCCC2)CCC3)c1,i
Cc1ccc(C(NC(=O)c2ccc(-n3cnnc3)cc2)c2cccs2)cc1 (stereo unspecified),?
COc1ccc(CN2CCN(Cc3ccc(OC)c(OC)c3)CC2)cc1,?
C[C@@H]1O[C@@H](OC[C@H]2O[C@@H](OCCc3ccc(O)c(O)c3)[C@H](O)[C@@H](O[C@@H]3O[C@@H](C)[C@H](O)[C@@H](O)[C@H]3O)[C@@H]2OC(=O)/C=C/c2ccc(O)c(O)c2)[C@H](O)[C@H](O)[C@H]1O,i
CC1=CC[C@@H]2CN(C(=O)CSc3nccn3C)C[C@@H]2C1,?
O=C(O)c1ccccc1-c1ccccc1C(=O)NCc1cccnc1,?
O=C(Nc1cccc(F)c1)N1Cc2[nH]cnc2C[C@H]1c1nc(-c2ccc3c(c2)OCO3)no1,?
Cc1c(Cl)cccc1NC(=O)CCCn1cnc([N+](=O)[O-])n1,i
CCOc1ccc(Br)cc1S(=O)(=O)N1CCN(c2nc(C)cc(N3CCOCC3)n2)CC1,?
COc1ccc(Nc2cc(C)nc(N3CCN(S(=O)(=O)c4ccc(Br)cc4)CC3)n2)cc1,?
Cc1cccc(N2C(=O)NC(=O)/C(=C\c3cn(CC(=O)N4CCCC4)c4ccccc34)C2=O)c1C,i
C=CCSc1nc2c(c(=O)[nH]c(=O)n2C)n1Cc1ccccc1Cl,i
CCOC(=O)c1[nH]nc(C(=O)c2ccccc2)c1-c1ccccc1,i
O=C1CCC(=O)N1c1ccc(Oc2ccccc2)cc1,?
Cc1ccc(OCC(=O)Nc2cc(C)ccc2OCc2cc(=O)n3oc(C)cc3n2)cc1,i
CCOC(=O)c1c(-c2ccccc2)csc1NC(=O)c1noc2c1CCCC2,i
Cc1c(C(=O)NC(C)C)oc2ccc(S(=O)(=O)N3CCOCC3)cc12,i
COc1ccc(Br)c(C2Nc3ccccc3-c3nnc(SC)nc3O2)c1 (stereo unspecified),i
CCC(C)NC(=O)CSc1nc2nc(C)c(Cc3ccc(Cl)cc3)c(C)n2n1 (stereo unspecified),i
CC(C)CNC(=O)CCC1CCCCC1,i
COc1ccc(NC(=O)c2ccc(Cl)cc2)c(OC)c1,i
Cc1ccc(NC(=O)COc2ccc(Br)cc2C)c([N+](=O)[O-])c1,i
COc1ccc(-n2ncc3c(N4CCN(c5ccc(C(C)=O)cc5)CC4)ncnc32)cc1,i
COc1ccc(S(=O)(=O)N2CCC3(CCNCC3)C2)cc1F,i
Cc1nn(C)cc1C(C)NC1CCN(c2ccc(C(=O)NC3CCCC3)cc2)CC1 (stereo unspecified),?
CCOc1cccc2c1OC1(C)CC2NC(=O)N1 (stereo unspecified),?
COc1ccc(C=Nc2nc3ccccc3n2C)cc1OC,i
CCCS(=O)(=O)c1c(S(=O)(=O)CCC)c2c(N)cccn2c1C(=O)c1ccc(F)cc1,i
CC(=O)Nc1ccc2nc(CN3CCCN(C(=O)C4CCC4)CC3)ccc2c1,i
c1ccc(-c2nc3cnccn3c2NC2CCCC2)cc1,i
CCC(=O)n1cc(/C=C2\SC(=NC)N(C)C2=O)c(-c2ccccc2)n1,i
Cc1cc(=O)n2c(c1C#N)SC1CCCCC12O (stereo unspecified),i
CCOc1ncccc1CNC(=O)c1ccc(C)c(N2CCNC2=O)c1,i
C=CCN(CC=C)S(=O)(=O)c1ccc(C(=O)N=c2sc3ccccc3n2C)cc1,i
CN(CC(=O)c1ccc(O)cc1)C(=O)c1cccc(N2CCOCC2)c1,i
COc1ccc(C2N(c3nccs3)C(=O)C3CCCN32)c(OC)c1 (stereo unspecified),?
CN(C)Cc1c(O)ccc2oc(Cc3ccccc3)cc12,i
CC(=O)NCc1cccnc1N(C)Cc1ccccc1,?
CCOc1c(Nc2cc(C)cc(C)c2)c(=O)c1=O,i
O=C(c1cc(C2CC2)[nH]n1)N(CC1CCN(C2Cc3ccccc3C2)CC1)CC1CCCO1 (stereo unspecified),?
CCOc1ccc(N=c2scc(-c3ccc(F)cc3)n2CCCO)cc1,40%*
COc1ccc(C(=O)CSc2n[nH]c(-c3ccncc3)n2)cc1C,?
# The results go on:
SMILES,ST2 inh
Cc1ccccc1NS(=O)(=O)c1ccc(-c2ccccc2)cc1,i
COc1cccc(C2CC(c3cccc(Br)c3)n3nc(N)nc3N2)c1 (stereo unspecified),?
CCC1=NC(c2ccccc2Cl)N(O)C1(C)C (stereo unspecified),i
Cc1cc(C)nc(NC(=O)c2c(-c3ccccc3Cl)noc2C)n1,i
CS(=O)(=O)c1ncc(CN2CCCCC2CO)n1Cc1ccccc1F (stereo unspecified),?
Cc1ccc(N2NC(=O)/C(=C\c3cccc([N+](=O)[O-])c3)C2=O)cc1C,?
O=C(CC1CNCCO1)N1CCN(C(=O)c2ccccc2)CC1 (stereo unspecified),?
COc1ccccc1NC(=O)C1=C(C)Nc2nnnn2C1c1ccc(OC)c(OC)c1 (stereo unspecified),i
Cc1noc([C@@H]2C[C@H](NS(=O)(=O)Cc3ccccc3)CN2C)n1,i
Cc1nc2ccccc2nc(C)c1=NOCc1cccc(F)c1,i
O=C(COc1ccccc1)N1c2ccccc2Sc2ccccc21,?
NC(CCCP(=O)(O)O)C(=O)O (stereo unspecified),i
CC(C)c1ccc(NC(=O)N[C@H]2CO[C@H]3[C@@H]2OC[C@H]3OC(=O)Nc2ccc(C(C)C)cc2)cc1,i
COc1ccc(CN2CC[C@H](c3nnc(-c4cccnc4)o3)C2)cc1,i
CCCCN(C)S(=O)(=O)c1ccc(C(=O)N=c2sc3cc(OC)ccc3n2C)cc1,i
COc1ccc(C(=O)NC(C)Cc2c[nH]c3ccccc23)cc1 (stereo unspecified),?
Cc1ccc(S(=O)(=O)NCc2nc3cccnc3n2Cc2ccccc2Cl)cc1C,i
Cc1c(C(=O)N2CCc3ccccc3C2)oc2ccc(S(=O)(=O)N3CC(C)CC(C)C3)cc12 (stereo unspecified),i
Cc1nn(C)c(C)c1CCC(=O)N1CCCC(C(=O)c2ccc3c4c(cccc24)CC3)C1 (stereo unspecified),?
O=C1C2CC=C(Cl)CC2C(=O)N1CC1OCCc2ccccc21 (stereo unspecified),i
Cc1cc(C)n2nc(N)nc2n1,i
CCCc1[nH]ncc1C(=O)N1CCCC(N2CCN(c3ccccc3F)CC2)C1 (stereo unspecified),i
NC(=O)c1ccccc1NC(=O)c1ccc(C(=O)Nc2ccccc2C(N)=O)cc1,?
Cc1cccc(C)c1NC(=O)C(NC(=O)CN1C(=O)c2ccccc2C1=O)c1ccccc1 (stereo unspecified),i
O=C(O)COc1ccc(C2C3=C(CCCC3=O)OC3=C2C(=O)CCC3)cc1Br,i
COc1cc(C2C(C(=O)c3cccs3)=C(O)C(=O)N2Cc2cccnc2)ccc1O (stereo unspecified),i
CCOc1ccc(S(=O)(=O)N2CCCc3ccccc32)c2cccnc12,?
COc1ccc(-n2c(O)c(C=Nc3ccc(Br)cc3)c3ccccc3c2=O)cc1,?
Cc1cc(N2CCC(C)CC2)nc2ccc(NC(=O)CCC(=O)NC(C)C)cc12,?
O=C(NCc1ccc(F)cc1)c1cc(C2CC2)on1,i
COC(=O)c1sc2ccccc2c1NC(=O)c1ccccc1,i
O=C(c1cc(=O)n(-c2ccccc2)[nH]1)N1CCCC(O)(CO)CC1 (stereo unspecified),i
Cc1nn(Cc2ccc(Cl)cc2)c(C)c1NC(=O)c1cc(C(C)C)on1,i
O=C(NCCC1=CCCCC1)c1cc(=O)[nH]c2ccc(S(=O)(=O)N3CCCCC3)cc12,i
O=C(CNC(=O)Cn1ccc2ccccc2c1=O)NCc1ccccn1,?
O=C(CN1N=NC2C(=O)N(c3ccccc3)C(=O)C21)Nc1ccc(Cl)cc1 (stereo unspecified),i
O=C(c1ccc(NCC2CCOC2)nc1)N1CCC(Cn2cccn2)CC1 (stereo unspecified),?
COC(=O)c1c(NC(=O)C2CC2)sc2c1CCN(Cc1ccccc1)C2,i
Cc1cc(C(=O)N2C(C)CCCC2C)no1 (stereo unspecified),i
Cc1ccc(N2C(=O)c3ccc(Br)cc3C2=O)c(O)c1,i

# As a short view, part of the list above:
SMILES,ST2 inh
COC(=O)c1c(NC(=O)C2CC2)sc2c1CCN(Cc1ccccc1)C2,i
Cc1cc(C(=O)N2C(C)CCCC2C)no1 (stereo unspecified),i
Cc1ccc(N2C(=O)c3ccc(Br)cc3C2=O)c(O)c1,i

# More structures follow.
SMILES,ST2 inh
CCc1c(C(=O)N2CCC3(CC2)CN(C)CCN3C)[nH]c2ccccc12,i
O=C(CN1C(=O)C2CCCCN2C(=O)c2ccccc21)N1CCN(Cc2ccccc2)CC1 (stereo unspecified),i
O=C(CN1CCN(Cc2ccccc2Cl)S1(=O)=O)Nc1ccc(Br)cc1F,i
CCC(=O)N1CCc2cc(Br)cc(S(=O)(=O)N3CCCC3)c21,i
CC(NC(=O)CCC(=O)NC1CCCC1)c1ccccc1-n1cccn1 (stereo unspecified),i
CN(C1CCCCC1)S(=O)(=O)c1ccccc1[N+](=O)[O-],i
Cc1ccc(C2(O)CCN(C(=O)COc3ccccc3)CC2)nc1,i
Cn1c(SCC(=O)NC2CC2)nnc1-c1ccc(NC(=O)c2ccccc2Cl)cc1,i
CC[C@H]1CN(C(=O)c2cccnc2N2CCOCC2)CC[C@@]1(C)O,i
NCCCNc1nc(-c2ccccc2O)nc2ccccc12,i
COc1ccc(CC(=O)Nc2c3c(nn2C(C)(C)C)CSC3)cc1,i
COc1cc(/C=C2\C(=O)N(c3cccc(C(=O)O)c3)N=C2C)cc([N+](=O)[O-])c1O,i
COc1cc2c(cc1OC)CN(C1CCCN(Cc3nc(-c4ccccc4)no3)C1)CC2 (stereo unspecified),i
Cc1ccc(C2=NN=C(NC(=O)CSc3nc(C)cc(C)n3)SC2)cc1,?
CCc1cccc(CC)c1N(COC)C(=O)Cn1c(CO)nc2ccccc21,?
C=CCNCCCOc1ccc(Cl)c(Cl)c1,i
CCc1nc(SCC(=O)N2Cc3cnc(-c4ccccc4)nc3C2)n[nH]1,?
COc1c(S(=O)(=O)n2nc(C)cc2C)ccc(Cl)c1Cl,i
